Source: PubChem
BioA inh – BioA (M. tuberculosis) enzyme inhibition; purified M. tuberculosis BioA enzyme, plate reader; inhibition, % at 9.99 µM; 360,000 compounds, 0.096% hits; AID 602481; in the data active = inhibition above about 40%
* hit, by the source's call. An excerpt (hit frequency here may not be typical).

SMILES | BioA inh
CNC[C@H]1Oc2c(NC(=O)Nc3c(C)noc3C)cccc2C(=O)N([C@H](C)CO)C[C@H]1C | -2.4
C[C@@H]1CCCCO[C@H](CN(C)CC2CC2)[C@H](C)CN([C@H](C)CO)C(=O)c2cc(NC(=O)C3CCCCC3)ccc2O1 | -1.0
COc1ccc(S(=O)(=O)N2C[C@@H](O)COC[C@H]3O[C@H](CC(=O)NCc4ccc(Cl)c(Cl)c4)CC[C@@H]32)cc1 | -2.2
C[C@@H]1CCCCO[C@@H](CN(C)Cc2ccc3c(c2)OCO3)[C@H](C)CN([C@H](C)CO)C(=O)c2cc(NC(=O)Cc3ccccc3)ccc2O1 | 6.0
C[C@@H]1CCCCO[C@H](CN(C)C(=O)Nc2ccc3c(c2)OCO3)[C@H](C)CN([C@H](C)CO)C(=O)c2cc(NC(=O)NC3CCCCC3)ccc2O1 | -1.4
C[C@H](CO)N1C[C@H](C)[C@H](CN(C)CC2CCCCC2)Oc2ccc(NC(=O)CCN3CCOCC3)cc2CC1=O | 0.0
C[C@H](CO)N1C[C@H](C)[C@@H](CN(C)S(C)(=O)=O)Oc2cc(-c3ccccc3)ccc2S1(=O)=O | 0.9
COc1ccc(CNC(=O)C[C@@H]2CC[C@@H](NC(=O)Nc3ccc4c(c3)OCO4)[C@H](CO)O2)cc1 | -3.7
C[C@H](O)C#Cc1ccc2c(c1)O[C@@H](CN(C)Cc1ccccc1)[C@@H](C)CN([C@@H](C)CO)S2(=O)=O | 0.9
C[C@@H]1CN([C@@H](C)CO)C(=O)c2cc(NC(=O)Nc3ccc(C(F)(F)F)cc3)ccc2O[C@@H](C)CCCCO[C@@H]1CN(C)S(=O)(=O)c1ccc(Cl)cc1 | -1.7
O=C(C[C@@H]1CC[C@@H]2[C@H](COC[C@@H](O)CN2C(=O)Nc2cc(Cl)cc(Cl)c2)O1)NCC1CCCCC1 | 2.0
CO[C@@H]1CN(C)C(=O)c2ccc(NS(=O)(=O)c3cn(C)cn3)cc2OC[C@@H](C)N(C)C[C@@H]1C | 2.4
C[C@@H]1CN([C@@H](C)CO)C(=O)c2cccc(NC(=O)Nc3ccc4c(c3)OCO4)c2O[C@@H]1CN(C)Cc1ccc(-c2ccccc2)cc1 | 0.0
C[C@@H]1CCCCO[C@@H](CN(C)Cc2ccccc2)[C@H](C)CN([C@@H](C)CO)C(=O)c2cc(NC(=O)CCCN(C)C)ccc2O1 | -0.8
C[C@H](CO)N1C[C@H](C)[C@H](CN(C)C)Oc2ccc(NC(=O)c3ccncc3)cc2C1=O | 3.2
C[C@H]1CN([C@@H](C)CO)C(=O)c2cc(NC(=O)NC3CCCCC3)ccc2O[C@@H]1CN(C)Cc1ccc(C(F)(F)F)cc1 | 0.8
Cc1ccc(S(=O)(=O)N(C)C[C@H]2Oc3c(NS(=O)(=O)c4c(C)noc4C)cccc3C(=O)N([C@H](C)CO)C[C@H]2C)cc1 | 1.4
CO[C@H]1CN(C)C(=O)c2cc(NC(=O)C3CC3)ccc2OC[C@@H](C)N(C(=O)C2CCOCC2)C[C@@H]1C | -4.0
CCS(=O)(=O)Nc1ccc2c(c1)C(=O)N(C)C[C@H](OC)[C@@H](C)CN(CC1CCCCC1)[C@H](C)CO2 | 6.5
C[C@@H]1CCCCO[C@H](CN(C)S(=O)(=O)c2ccccc2)[C@H](C)CN([C@@H](C)CO)C(=O)c2cc(NC(=O)c3ccccc3)ccc2O1 | -0.9
O=C(C[C@H]1C=C[C@H](NC(=O)Nc2cc(F)ccc2F)[C@H](CO)O1)NCc1ccccn1 | -2.7
CC(C)NC(=O)N(C)C[C@@H]1Oc2ccc(N(C)C)cc2C(=O)N([C@H](C)CO)C[C@@H]1C | 0.3
O=C(N[C@@H]1CC[C@H](CCn2cc(C3(O)CCCC3)nn2)O[C@@H]1CO)c1ccccc1F | 2.0
C[C@@H]1CN([C@H](C)CO)S(=O)(=O)c2ccc(C#Cc3ccncc3)cc2O[C@@H]1CN(C)C(=O)Nc1ccc2c(c1)OCO2 | -0.5
CC(C)C#Cc1ccc([C@@H]2[C@H](CO)N3CCCCN(S(=O)(=O)Cc4ccccc4)C[C@@H]23)cc1 | -0.7
Further structures:
SMILES | BioA inh
C[C@@H]1CN([C@@H](C)CO)C(=O)Cc2cc(NS(C)(=O)=O)ccc2O[C@@H]1CN(C)C | 3.3
C[C@@H]1CN([C@@H](C)CO)C(=O)c2cc(NC(=O)Nc3ccccc3)ccc2O[C@@H](C)CCCCO[C@@H]1CN(C)S(=O)(=O)c1cn(C)cn1 | 0.9
CO[C@@H]1CC[C@H]2CCOc3c(C#N)cccc3C(=O)N(C)C[C@@H](OC)[C@@H](C)C(=O)N(C)C[C@H]1O2 | -0.1
CNC(=O)C1=C[C@H](c2csc3ccccc23)C[C@H](OCc2ccc(CO)cc2)O1 | 8.0
O=C(CC1CC1)N1[C@H](CO)[C@@H]2c3ccccc3N(S(=O)(=O)c3ccccc3)C[C@@H]21 | 2.9
COc1ccc(S(=O)(=O)Nc2cccc3c2O[C@H](CN(C)Cc2ccc(-c4ccccc4)cc2)[C@H](C)CN([C@@H](C)CO)C3=O)cc1 | -4.4
C[C@@H]1CN([C@H](C)CO)C(=O)c2cccc(NS(C)(=O)=O)c2O[C@@H]1CN(C)Cc1ccncc1 | -2.0
O=C(N[C@H]1CC[C@@H](CCNS(=O)(=O)c2cccc(Cl)c2)O[C@H]1CO)c1ccccc1 | -0.3
C[C@H](CO)N1C[C@H](C)[C@@H](CN(C)CC2CCCCC2)Oc2ccc(NC(=O)Nc3ccc(F)cc3)cc2C1=O | -0.3
C[C@@H]1CCCCO[C@@H](CN(C)C(=O)Nc2ccc(F)cc2)[C@@H](C)CN([C@@H](C)CO)C(=O)c2cc(NC(=O)C3CCCCC3)ccc2O1 | -0.5
Cc1ccc(S(=O)(=O)Nc2ccc3c(c2)C(=O)N(C)[C@H]2CC[C@H](CC(=O)O)O[C@H]2CO3)cc1 | -2.2
CN(C)C(=O)c1cccc(-c2ccc([C@H]3[C@@H](CO)N(C(=O)C4CC4)[C@H]3C#N)cc2)c1 | 2.8
COCC(=O)N1C[C@H](C)[C@H](OC)CN(C)C(=O)c2cc(NC(=O)Nc3ccccc3)ccc2OC[C@@H]1C | -0.2
Cc1ccc(S(=O)(=O)Nc2cccc3c2O[C@@H](CN(C)CC2CC2)[C@H](C)CN([C@@H](C)CO)C3=O)cc1 | 4.9
CN1C(=O)c2cc(NC(=O)Nc3ccccc3Cl)ccc2OC[C@H]2O[C@H](CC(=O)NCCCN3CCOCC3)CC[C@@H]21 | 0.6
COc1ccc(CN(C)C[C@@H]2OCCCC[C@H](C)Oc3ccc(NS(=O)(=O)c4ccc(OC)cc4)cc3C(=O)N([C@@H](C)CO)C[C@@H]2C)cc1 | 7.1
O=C(Nc1cccc(F)c1)N1C[C@@H]2[C@H](c3ccccc31)[C@@H](CO)N2C(=O)c1cccnc1 | 4.3
COc1ccc(NC(=O)Nc2ccc3c(c2)C(=O)N([C@@H](C)CO)C[C@H](C)[C@@H](CN(C)S(=O)(=O)c2ccc(C)cc2)O3)cc1 | -0.7
CN1C(=O)c2cc(NC(=O)C3CC3)ccc2OC[C@H]2O[C@H](CC(=O)NCc3cccc(F)c3)CC[C@@H]21 | -2.5
COCCNC(=O)[C@H]1[C@H](CO)[C@H]2Cn3c(ccc(-c4ccc(F)cc4)c3=O)[C@@H]1N2C(=O)NC(C)C | 0.1
C[C@@H]1CCCCO[C@@H](CN(C)S(=O)(=O)c2ccc(F)cc2)[C@@H](C)CN([C@H](C)CO)C(=O)c2cc(NC(=O)C3CCCCC3)ccc2O1 | -0.5
C[C@@H]1CN([C@H](C)CO)S(=O)(=O)c2ccc(C#C[C@@H](C)O)cc2O[C@H]1CN(C)CC1CCOCC1 | -2.5
C[C@@H]1CN([C@H](C)CO)C(=O)c2cc(NC(=O)CCCN(C)C)ccc2O[C@@H](C)CCCCO[C@H]1CN(C)C(=O)Nc1cccc2ccccc12 | -0.7
O=C(c1ccc(F)cc1)N1CCCCN2[C@H](C1)[C@H](c1ccc(/C=C/c3ccccc3)cc1)[C@@H]2CO | -2.2
CCCNC(=O)C[C@@H]1CC[C@H]2[C@H](COc3ccc(NC(=O)c4ccccc4)cc3C(=O)N2C)O1 | -2.1
Next section:
SMILES | BioA inh
CC(C)CC#Cc1ccc2c(c1)O[C@@H](CN(C)Cc1cccc(F)c1)[C@H](C)CN([C@H](C)CO)S2(=O)=O | -2.1
CCCNC(=O)N(C)C[C@H]1Oc2ncc(C#C[C@H](C)O)cc2C(=O)N([C@H](C)CO)C[C@H]1C | -0.9
CCCNC(=O)N(C)C[C@H]1Oc2cc(C#CC3CC3)ccc2S(=O)(=O)N([C@H](C)CO)C[C@@H]1C | -1.2
C[C@@H]1CN([C@H](C)CO)C(=O)c2ccccc2-c2ccccc2CO[C@H]1CN(C)C(=O)Nc1ccc(F)cc1 | -3.1
OC[C@@H]1[C@@H](c2ccc(C#CC3(O)CCCC3)cc2)[C@@H]2CN(Cc3cccnc3)CCCCN12 | -1.6
C[C@H]1CN([C@@H](C)CO)C(=O)c2cccc(NC(=O)c3nc4ccccc4s3)c2O[C@H]1CN(C)S(=O)(=O)c1ccc(F)cc1 | -2.6
CO[C@H]1CN(C)C(=O)c2ccc(NC(=O)c3cnccn3)cc2OC[C@@H](C)N(C)C[C@H]1C | -0.8
O=C(C[C@H]1C[C@H]2c3cc(NC(=O)NC4CCCCC4)ccc3O[C@H]2[C@@H](CO)O1)NCC(F)(F)F | -3.1
CCCC#Cc1ccc2c(c1)O[C@@H](CN(C)CC1CCOCC1)[C@@H](C)CN([C@@H](C)CO)S2(=O)=O | 0.0
C[C@@H]1CCCCO[C@H](CN(C)C(=O)Nc2ccc(C(F)(F)F)cc2)[C@H](C)CN([C@H](C)CO)C(=O)c2cc(NC(=O)Nc3ccc(C(F)(F)F)cc3)ccc2O1 | -1.2
C[C@H](CO)N1C[C@H](C)[C@@H](CN(C)S(=O)(=O)c2ccc(Cl)cc2)Oc2ccc(N(C)C)cc2CC1=O | -2.8
C[C@@H]1CN([C@@H](C)CO)C(=O)c2cc(C#CCN(C)C)cnc2O[C@@H]1CN(C)C(=O)Nc1cccc(F)c1 | -0.7
C[C@@H]1CN([C@H](C)CO)C(=O)c2cccc(NC(=O)NC3CCCCC3)c2O[C@@H]1CN(C)Cc1ccc(Oc2ccccc2)cc1 | -3.3
Cc1noc(C)c1S(=O)(=O)Nc1ccc2c(c1)CC(=O)N([C@@H](C)CO)C[C@@H](C)[C@@H](CN(C)S(=O)(=O)c1ccccc1)O2 | 2.5
CC(C)NC(=O)Nc1ccc2c(c1)C(=O)N([C@@H](C)CO)C[C@@H](C)[C@@H](CN(C)C(=O)NC1CCCCC1)O2 | -5.5
Cc1cccc(S(=O)(=O)N2CCCCN3[C@H](CO)[C@@H](c4ccc(C#CC(C)C)cc4)[C@H]3C2)c1 | -5.9
CC(C)NC(=O)N[C@@H]1CC[C@H](CCNC(=O)C2CC2)O[C@H]1CO | -0.7
Cc1ccc(-c2ccc([C@@H]3[C@@H](CO)N4CCCCN(C)C[C@H]34)cc2)cc1 | 2.1
COc1ccc(CN(C)C[C@@H]2Oc3ccc(NC(=O)Nc4ccc(OC)cc4)cc3C(=O)N([C@@H](C)CO)C[C@@H]2C)cc1 | -0.1
COc1ccc(S(=O)(=O)Nc2cccc3c2O[C@H](CN(C)S(C)(=O)=O)[C@H](C)CN([C@@H](C)CO)C3=O)cc1 | -0.5
CO[C@H]1CN(C)C(=O)c2ccc(NC(=O)c3cccc(F)c3)cc2OC[C@H](C)N(C(C)=O)C[C@H]1C | 1.7
CN(C)CCCNC(=O)C[C@H]1CC[C@@H](NC(=O)Cc2cccnc2)[C@H](CO)O1 | -0.9
CC(C)NC(=O)N[C@H]1CC[C@H](CC(=O)NCc2ccc(Oc3ccccc3)cc2)O[C@H]1CO | -1.8
COc1ccc(NC(=O)N(C)C[C@H]2OCCCC[C@H](C)Oc3ccc(NC(=O)C4CCCCC4)cc3C(=O)N([C@@H](C)CO)C[C@@H]2C)cc1 | -1.5
C[C@@H]1CN([C@H](C)CO)C(=O)c2cc(C#CC3CCCC3)cnc2O[C@H]1CN(C)Cc1ccncc1 | 0.7
CCCC#Cc1cnc2c(c1)C(=O)N([C@H](C)CO)C[C@H](C)[C@@H](CN(C)C(=O)Cc1ccncc1)O2 | -0.5
C[C@@H]1CN([C@@H](C)CO)C(=O)Cc2cc(NC(=O)CCC(F)(F)F)ccc2O[C@@H]1CN(C)C(=O)Nc1ccccc1 | 1.3
COCC(=O)Nc1ccc2c(c1)OC[C@@H](C)N(Cc1cccc(F)c1)C[C@H](C)[C@H](OC)CN(C)C2=O | -0.8
C[C@@H]1CN([C@H](C)CO)C(=O)Cc2cc(NS(=O)(=O)c3ccccc3)ccc2O[C@@H]1CN(C)C | 0.2

Entries listed so far containing a cyano group:
SMILES | BioA inh
CO[C@@H]1CC[C@H]2CCOc3c(C#N)cccc3C(=O)N(C)C[C@@H](OC)[C@@H](C)C(=O)N(C)C[C@H]1O2 | -0.1
CN(C)C(=O)c1cccc(-c2ccc([C@H]3[C@@H](CO)N(C(=O)C4CC4)[C@H]3C#N)cc2)c1 | 2.8

Retrieved by compound from the list above, 7 records:
SMILES | BioA inh
C[C@H](CO)N1C[C@H](C)[C@@H](CN(C)S(=O)(=O)c2ccc(Cl)cc2)Oc2ccc(N(C)C)cc2CC1=O | -2.8
COc1ccc(CN(C)C[C@@H]2Oc3ccc(NC(=O)Nc4ccc(OC)cc4)cc3C(=O)N([C@@H](C)CO)C[C@@H]2C)cc1 | -0.1
COCC(=O)Nc1ccc2c(c1)OC[C@@H](C)N(Cc1cccc(F)c1)C[C@H](C)[C@H](OC)CN(C)C2=O | -0.8
CO[C@H]1CN(C)C(=O)c2ccc(NC(=O)c3cnccn3)cc2OC[C@@H](C)N(C)C[C@H]1C | -0.8
COc1ccc(NC(=O)N(C)C[C@H]2OCCCC[C@H](C)Oc3ccc(NC(=O)C4CCCCC4)cc3C(=O)N([C@@H](C)CO)C[C@@H]2C)cc1 | -1.5
C[C@@H]1CN([C@H](C)CO)C(=O)c2ccccc2-c2ccccc2CO[C@H]1CN(C)C(=O)Nc1ccc(F)cc1 | -3.1
CC(C)NC(=O)N[C@@H]1CC[C@H](CCNC(=O)C2CC2)O[C@H]1CO | -0.7
